dFosB act: mouse delta FosB homodimer activation; P13346; purified delta FosB, TAMRA-CDK5 oligo fluorescence polarization; percent of positive-control signal above neutral wells; activation, % at 25 µM; 0.99% of 340,000 active; AID 493131;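 active means mean activation above about 17%, with every replicate also reaching it, limit read from the data, passing the limit was not always enough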;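 further: fluorescence polarization rise as delta FosB binds a TAMRA Cdk5 AP-1 oligo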
PKA-R2B act: activates the human PKA-R2B holoenzyme complex. PKA-R2B holoenzyme dissociation, Cy5-IP20 fluorescence polarization; R2B truncated from residue 108, S112A mutant; 0% DMSO only, 100% 113 µM cGMP. activation, % at 11.4 µM. 0.079% of 340,000 active;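 active means activation above a cutoff set at the mean over all compounds plus 3 SD, cut at about 18% in these data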;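 further: higher means more holoenzyme dissociation and a rise in polarization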
Target sequence (P31323 whole entry, looked up, other chains not shown, the tested form may be a part): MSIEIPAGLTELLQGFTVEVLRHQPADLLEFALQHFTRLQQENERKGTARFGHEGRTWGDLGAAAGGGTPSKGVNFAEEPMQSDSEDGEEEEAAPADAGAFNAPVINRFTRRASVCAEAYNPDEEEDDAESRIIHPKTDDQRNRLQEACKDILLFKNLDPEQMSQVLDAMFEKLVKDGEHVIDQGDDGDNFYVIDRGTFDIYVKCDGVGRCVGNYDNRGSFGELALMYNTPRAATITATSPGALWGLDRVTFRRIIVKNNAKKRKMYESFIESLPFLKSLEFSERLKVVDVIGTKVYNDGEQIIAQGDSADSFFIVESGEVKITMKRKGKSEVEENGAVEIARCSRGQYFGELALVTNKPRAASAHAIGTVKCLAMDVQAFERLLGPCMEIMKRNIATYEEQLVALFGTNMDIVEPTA
Arr AP2 block: inhibitors of human beta-arrestin and AP2 interaction; FITC-arrestin peptide / GST-AP2 beads, flow cytometry; AP2 beta2 appendage carries R879A mutation; inhibition, % at 10 µM; 0.31% of 340,000 active; AID 504490;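 active means inhibition above a set limit, near 3 SD of compounds lacking own fluorescence, cut at about 54% in these data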;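 further: plate controls were DMSO wells for no effect and 5 µM unlabelled arrestin peptide for full effect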
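System: GST-AP2 R879A bound to glutathione beads, E. coli-expressed. Also added: 50 nM FITC-arrestin peptide. Schedule: compound with beads 12 min RT, then probe 1 h RT. Signal: bead flow cytometry, FITC channel. Read-out basis: percent response.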
Pemphigus Ab inh: inhibitors of pemphigus antibody binding to human desmoglein-3; P32926; DSG3-coupled beads, scFv-anti-DSG3-GFP binding, flow cytometry; stronger effect = lower value; binding (percent of control), % at 10 µM; 0.48% of 310,000 active; AID 588358;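 active means binding more than 3 SD below its plate's average and above zero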;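 further: hits lower antibody fragment binding to DSG3; some compounds called inactive have numbers as strong as hits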
MITF act: MITF TRPM1 promoter activation in melanoma cells. activation, % at 12.5 µM. 0.75% of 300,000 active. SK-MEL-5 TRPM1-promoter luciferase, 24 h; % of positive control, neutral wells = 0. AID 588334;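 active means mean activation of at least 80% with every replicate also reaching 80%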;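 further: 0% = neutral control wells and 100% = parthenolide positive control wells; values of inactives mirror those of a sister screen read the other way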
SUMO Mot1 rescue: blocks SUMOylation pathway, rescuing yeast Mot1-301 growth. S. cerevisiae Mot1-301 growth rescue, ATP luminescence, 38.5C; percent above DMSO median, 100 means doubled. 1% of 320,000 active. growth rescue, % at 18.8 µM;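 active means every valid replicate shows activation above 250% relative to neutral control wells; inactive means the rest, any valid replicate at or below 250%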;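 further: OY570 slx delta 5 strain wells were the positive control but not used for scaling; some compounds called inactive have numbers as strong as hits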
NSD2 inh: inhibitors of human histone methyltransferase NSD2; 0.54% of 310,000 active; inhibition, % at 12.5 µM; AID 743445; O96028; NSD2 peptide methylation, AlphaScreen, 120 min; in the data active means inhibition above about 50%
CDK5 p35 inh: CDK5/p35 (human) kinase inhibition; inhibition, % at 10 µM; Recombinant CDK5/p35, ADP-Glo luminescence, 60 min; Q00535+Q15078; AID 488839; 0.01% of 330,000 active;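 active means highest replicate inhibition of at least 50% and at least 75% of replicates reaching 50%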;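 further: plate controls were DMSO neutral control for no effect and GW8510 at 10 µM for full effect; many of its hits are not listed in these tables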
Target sequence (Q00535 whole entry, looked up): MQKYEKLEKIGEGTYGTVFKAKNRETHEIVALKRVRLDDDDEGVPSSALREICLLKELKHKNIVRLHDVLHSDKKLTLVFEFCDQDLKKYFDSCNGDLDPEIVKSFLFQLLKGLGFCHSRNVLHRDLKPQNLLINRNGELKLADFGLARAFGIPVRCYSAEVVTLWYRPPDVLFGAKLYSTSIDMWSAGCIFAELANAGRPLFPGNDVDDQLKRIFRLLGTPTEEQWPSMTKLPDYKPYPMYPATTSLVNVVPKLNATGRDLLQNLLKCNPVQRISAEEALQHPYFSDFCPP
Target sequence (Q15078 whole entry, looked up): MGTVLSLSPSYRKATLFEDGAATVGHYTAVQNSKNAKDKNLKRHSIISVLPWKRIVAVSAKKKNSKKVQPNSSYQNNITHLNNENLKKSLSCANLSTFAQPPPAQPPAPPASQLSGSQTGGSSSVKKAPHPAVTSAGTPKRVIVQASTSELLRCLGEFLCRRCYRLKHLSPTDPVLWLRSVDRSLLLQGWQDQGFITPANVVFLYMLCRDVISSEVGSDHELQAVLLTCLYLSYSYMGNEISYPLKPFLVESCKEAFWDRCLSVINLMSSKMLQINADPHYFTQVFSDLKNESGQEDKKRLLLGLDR
SR-BI HDL uptake: mouse SR-BI HDL lipid transfer inhibition; ldlA[mSR-BI] CHO cells, DiI-HDL uptake fluorescence, 3 h; AID 488896; inhibition, % at 12.5 µM; 0.96% of 320,000 active;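 active means mean replicate inhibition of at least 70% and a set share of replicates each scoring 70 or more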;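 further: 0% = median of neutral control wells and 100% = median of positive control wells; values of inactives mirror those of a sister screen read the other way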
PKA-R1A act: PKA-R1A complex activation; PKA-R1A dissociation, Cy5-IP20 fluorescence polarization; scaled: DMSO 0%, 113 µM cGMP 100%; activation, % at 11.4 µM; 0.083% of 340,000 active;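 active means percent activation above the mean of all tested compounds plus 3 SD, cut at about 19% in these data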;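 further: higher means more PKAc released from R1A so a rise in polarization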
SR-BI uptake up: activators of SR-BI mediated HDL lipid uptake | 0.096% of 320,000 active | activation, % at 12.5 µM | CHO ldlA[mSR-BI] cells, DiI-HDL uptake fluorescence, 3 h; 100 = double the neutral-control signal | AID 504775;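 active means mean replicate activation of at least 60% and every replicate at or above 60%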;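 further: 0% = median plate neutral-control signal and 100% = twice that signal; values of inactives mirror those of a sister screen read the other way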
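material = CHO ldlA[mSR-BI] cells | medium = Ham's F12 with 0.5% BSA, HEPES 25 mM, pH 7.4 | reagent = fluorescent DiI-HDL, 10 µg/mL final | compound dosing = single-point compound dose | incubation = 3 h, 37 °C | measured by = bottom-read fluorescence, 550/595 nm | measure = HDL uptake via cellular fluorescence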
* marks the source's active call; other numbers are inactive results; x = no result given.

SMILES	dFosB act	PKA-R2B act	Arr AP2 block	Pemphigus Ab inh	MITF act	SUMO Mot1 rescue	NSD2 inh	CDK5 p35 inh	SR-BI HDL uptake	PKA-R1A act	SR-BI uptake up
CN(C(=O)CSc1nncc2ccccc12)C1CCCCC1	2	-4	11	101	7	20	-3	-3.0	-11	4	11
COCc1c(C(=O)Nc2nc(C)cs2)oc2ccccc12	-19	1	41	97	-11	6	-1	-2.1	23	-4	-23
O=C(Nc1cccc(Cl)c1Cl)c1ccccc1NC(=O)C1CC=CCC1C(=O)O (configuration not stated)	8	-2	-10	x	-9	-6	-1	-3.1	-24	8	24
CCN(CC)S(=O)(=O)c1csc(C(=O)Nc2ccccn2)c1	-2	-6	5	x	x	-23	7	-1.9	17	-9	-17
COc1ccc(-n2c(=O)c3c4c(sc3n3c(=S)[nH]nc23)CCCC4)cc1	-4	0	-13	103	-3	0	5	0.0	-6	-11	6
CC(C(=O)O)N1C(=O)c2ccccc2C1=O (configuration not stated)	7	2	-8	96	x	-6	x	1.1	-21	4	21
COc1ccc(NC(=O)C2CCN(S(C)(=O)=O)CC2)c(OC)c1	-3	8	-4	118	x	-4	0	-1.0	-49	0	49
CN(C(=O)c1ccc(NC(=O)Cc2cccc(NC(=O)C3CCN(C(=O)C4CCCC4)CC3)c2)cc1)C1CCCC1	-7	-8	10	104	3	-26	x	-0.4	46	9	-46
CC1CCC2C(=O)N(c3ccccc3OC(=O)c3ccccc3F)C(=O)C2C1 (configuration not stated)	-3	-12	2	104	-9	-9	-18	-4.7	x	7	x
COc1cccc(CNC(=O)COC(=O)CCS(=O)(=O)c2ccc(C)cc2)c1	-9	9	3	93	-4	x	-2	-0.9	-13	7	13
CC(=O)N(C)Cc1ccc(C(=O)CCl)cc1	-6	-14	9	x	1	-6	2	-0.4	-12	8	12
CC(C)CC(N)C(=O)OCc1ccc([N+](=O)[O-])cc1 (configuration not stated)	1	14	8	x	x	5	-2	-1.0	-8	3	8
O=C1NCC(=O)N2CCC[C@@H]12	5	-8	1	101	0	43	x	-0.4	-22	-1	22
O=C(Nc1nc(-c2ccc3c(c2)OCCO3)cs1)c1ccc(S(=O)(=O)N2CCCCC2)cc1	-2	-1	-6	124	-7	109	0	0.9	50	4	-50
COc1ccc(-c2nnc(SCC(=O)N3CCCC3=O)n2N)cc1OC	-3	3	-8	100	0	-3	-2	-0.5	-26	-4	26
O=S1(=O)c2c(F)cccc2O[C@@H](COCc2ccccc2)CN1CCc1ccc(F)cc1	-2	-4	-2	98	12	x	x	-1.1	38	-6	-38
COc1ccc(C(=O)N2CCCC(C(=O)N3CCN(c4ccccc4)CC3)C2)cc1 (configuration not stated)	-7	6	25	x	0	-10	-1	0.9	-7	3	7
Cc1ccc(S(=O)(=O)Nc2cccc3ncccc23)s1	-6	-8	-3	102	-99	-32	x	0.8	0	1	0
O=C(CSc1nc2ncccc2[nH]1)c1ccc(F)cc1	-8	-4	22	120	9	-6	-3	-1.2	-4	-7	4
Cc1cccc(OC(=O)c2cncc(Br)c2)c1	5	-2	-6	105	1	-11	0	0.2	7	-9	-7
COc1ccc(CN2CCNC(=O)C2CC(=O)N(C)CCCN2CCOCC2)cc1C (configuration not stated)	1	8	-8	97	-3	-6	2	2.0	-14	-5	14
CCOC(=O)Nc1nnc(/C=C/c2ccc(OC)cc2)s1	-6	-7	1	x	12	3	-1	0.0	-22	0	22
O=C(NCC(c1ccccc1)N1CCCC1)C1CCN(C(=O)Nc2ccccc2)CC1 (configuration not stated)	-5	-10	9	116	-23	x	2	-3.5	2	10	-2
Cc1cnc(NC(=O)CSc2nnc(COc3ccccc3)o2)s1	4	4	10	x	x	-15	-3	0.7	-1	1	1
c1ccc(C2(CN3CCNC[C@@H]3CC3CCCCC3)CC2)cc1	2	-9	21	103	15	-12	x	-1.0	0	5	0

Some of these compounds in order of their number in SR-BI uptake up, falling.
SMILES	dFosB act	PKA-R2B act	Arr AP2 block	Pemphigus Ab inh	MITF act	SUMO Mot1 rescue	NSD2 inh	CDK5 p35 inh	SR-BI HDL uptake	PKA-R1A act	SR-BI uptake up
CC(=O)N(C)Cc1ccc(C(=O)CCl)cc1	-6	-14	9	x	1	-6	2	-0.4	-12	8	12
COc1ccc(-n2c(=O)c3c4c(sc3n3c(=S)[nH]nc23)CCCC4)cc1	-4	0	-13	103	-3	0	5	0.0	-6	-11	6
O=C(Nc1nc(-c2ccc3c(c2)OCCO3)cs1)c1ccc(S(=O)(=O)N2CCCCC2)cc1	-2	-1	-6	124	-7	109	0	0.9	50	4	-50

(list continues)
SMILES	dFosB act	PKA-R2B act	Arr AP2 block	Pemphigus Ab inh	MITF act	SUMO Mot1 rescue	NSD2 inh	CDK5 p35 inh	SR-BI HDL uptake	PKA-R1A act	SR-BI uptake up
N#Cc1c(N)nc2c(c1N)CC(=O)N2c1ccc(Cl)cc1	-11	0	5	105	13	13	-17	-1.8	11	-2	-11
O=C(CSc1nc2c(c(=O)n1-c1ccc(F)cc1)SCC2)NCc1ccco1	-6	-4	-5	102	x	24	x	0.4	-20	-6	20
COC(=O)c1ccc(Cn2cnc3c(Cl)ncnc32)cc1	-1	-2	33	115	-3	x	-1	0.0	3	-17	-3
CC(O)c1nc2ccccc2n1CCCc1ccccc1 (configuration not stated)	-6	1	6	105	x	-26	-3	-0.7	-2	5	2
CCOC(=O)N1CCN(C(=O)c2c[nH]c3ccc(S(=O)(=O)N(C)c4ccccc4C)cc3c2=O)CC1	-3	-5	7	94	16	2	10	x	9	1	-9
O=C(COc1ccc(Cl)cc1Cl)OCC(=O)N1CCCc2ccccc21	-2	-7	4	105	-14	12	-2	0.7	-29	-5	29
Cc1ccc(NC(=O)CN2C(=O)NC(Cc3ccccc3)C2=O)cc1Cl (configuration not stated)	4	-3	-12	x	8	-6	1	-3.5	-8	-8	8
Cc1ccc(/C=N/NC(=O)c2ccc3nc[nH]c3c2)s1	5	-2	-20	95	16	-17	-7	0.7	15	0	-15
CC(C)c1cc[n+](-c2nc([O-])sc2C=O)cc1	-15	-4	9	115	7	36	0	-1.7	-18	-2	18
O=C(COC(=O)CN1C(=O)C2CCCCC2C1=O)Nc1ccc(F)c(F)c1F (configuration not stated)	-6	5	21	x	2	-21	-1	-0.1	-15	3	15
Cc1nc2c(F)c(F)c(C(F)(F)F)c(F)c2[nH]1	2	-12	-9	100	7	-11	-1	-0.3	-28	-20	28
O=C(C(Cc1ccccc1)N1C(=O)c2ccccc2C1=O)N1CCc2ccccc21 (configuration not stated)	2	5	2	108	7	-3	6	0.4	-2	-2	2
CC(C)c1nnc(NC(=O)C2CCCN2C(=O)Nc2ccccc2F)s1 (configuration not stated)	-6	3	-4	104	-5	2	x	-3.5	4	-3	-4
CCc1nnc(NC(=O)c2ccc(S(=O)(=O)N(C)Cc3ccccc3)cc2)o1	-6	-11	1	106	-3	-7	-1	-0.8	-7	-9	7
Cc1ccc(C(=O)NC(N2CCCC2)C(Cl)(Cl)Cl)cc1 (configuration not stated)	4	-3	-4	101	-9	-4	-7	-1.0	1	-5	-1
S=C(NC1CCCCC1)N1CCN(Cc2ccccc2Cl)CC1	0	-4	-12	94	8	27	-2	-1.5	-2	-9	2
COC(=O)c1cc(C(=O)NC(C)C2CC3CCC2C3)cc([N+](=O)[O-])c1 (configuration not stated)	2	0	-4	100	2	43	15	-0.1	x	-2	x
CCN(CC(=O)Nc1ccccc1C(=O)NC1CC1)Cc1cccs1	-8	0	-4	99	1	x	0	-0.9	4	8	-4
O=C(COc1ccc(Br)cc1)NCC1COc2ccccc2O1 (configuration not stated)	-12	2	2	102	-11	6	-1	-2.3	-4	1	4
CC(OC(=O)CCC1CCCCC1)C(=O)Nc1ccc(S(N)(=O)=O)cc1 (configuration not stated)	-5	-7	15	103	7	-20	5	-1.1	-29	-5	29
COc1ccc(-c2c(-c3ccc4c(c3)OCO4)c3ccccc3n2C)cc1	-11	-9	-21	105	-21	x	x	-0.8	11	-2	-11
COc1ccc(-c2csc(NC(=O)CSc3nnnn3C)n2)c(OC)c1	0	-1	48	107	15	-7	0	1.2	41	-4	-41
CCOC(=O)C1CCN(C(=O)COc2ccc(N(C)S(=O)(=O)c3ccc(OCC)cc3)cc2)CC1	-11	-8	-11	97	-9	-1	-9	0.2	x	-13	x

An excerpt from above in order of count of non-hydrogen atoms, lowest first.
SMILES	dFosB act	PKA-R2B act	Arr AP2 block	Pemphigus Ab inh	MITF act	SUMO Mot1 rescue	NSD2 inh	CDK5 p35 inh	SR-BI HDL uptake	PKA-R1A act	SR-BI uptake up
Cc1nc2c(F)c(F)c(C(F)(F)F)c(F)c2[nH]1	2	-12	-9	100	7	-11	-1	-0.3	-28	-20	28
Cc1ccc(/C=N/NC(=O)c2ccc3nc[nH]c3c2)s1	5	-2	-20	95	16	-17	-7	0.7	15	0	-15
N#Cc1c(N)nc2c(c1N)CC(=O)N2c1ccc(Cl)cc1	-11	0	5	105	13	13	-17	-1.8	11	-2	-11
S=C(NC1CCCCC1)N1CCN(Cc2ccccc2Cl)CC1	0	-4	-12	94	8	27	-2	-1.5	-2	-9	2
CCN(CC(=O)Nc1ccccc1C(=O)NC1CC1)Cc1cccs1	-8	0	-4	99	1	x	0	-0.9	4	8	-4
CC(C)c1nnc(NC(=O)C2CCCN2C(=O)Nc2ccccc2F)s1 (configuration not stated)	-6	3	-4	104	-5	2	x	-3.5	4	-3	-4
COc1ccc(-c2c(-c3ccc4c(c3)OCO4)c3ccccc3n2C)cc1	-11	-9	-21	105	-21	x	x	-0.8	11	-2	-11
O=C(COC(=O)CN1C(=O)C2CCCCC2C1=O)Nc1ccc(F)c(F)c1F (configuration not stated)	-6	5	21	x	2	-21	-1	-0.1	-15	3	15
O=C(C(Cc1ccccc1)N1C(=O)c2ccccc2C1=O)N1CCc2ccccc21 (configuration not stated)	2	5	2	108	7	-3	6	0.4	-2	-2	2
CCOC(=O)C1CCN(C(=O)COc2ccc(N(C)S(=O)(=O)c3ccc(OCC)cc3)cc2)CC1	-11	-8	-11	97	-9	-1	-9	0.2	x	-13	x
CCOC(=O)N1CCN(C(=O)c2c[nH]c3ccc(S(=O)(=O)N(C)c4ccccc4C)cc3c2=O)CC1	-3	-5	7	94	16	2	10	x	9	1	-9

Source: PubChem
